High-throughput results from PubChem.
DDE Tn6 FP inh: inhibitors of Tn6 peptide binding to fibrin DD(E), primary screen, biochemical, fluorescence polarization, human fibrin, Tn6 probe | Fibrinogen beta chain (Homo sapiens), P02675 | Fibrin DD(E) TRITC-Tn6 fluorescence polarization displacement | inhibition, % at 8.3 µM | actives 0.21% (n = 370,000);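 active = inhibition above a per-campaign cutoff: mean of compounds within control limits plus 3 SD, cut at about 15% in these data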;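 note: 0% = median of all compound wells on the plate and 100% = blocking peptide control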
Target sequence (P02675 whole entry, looked up): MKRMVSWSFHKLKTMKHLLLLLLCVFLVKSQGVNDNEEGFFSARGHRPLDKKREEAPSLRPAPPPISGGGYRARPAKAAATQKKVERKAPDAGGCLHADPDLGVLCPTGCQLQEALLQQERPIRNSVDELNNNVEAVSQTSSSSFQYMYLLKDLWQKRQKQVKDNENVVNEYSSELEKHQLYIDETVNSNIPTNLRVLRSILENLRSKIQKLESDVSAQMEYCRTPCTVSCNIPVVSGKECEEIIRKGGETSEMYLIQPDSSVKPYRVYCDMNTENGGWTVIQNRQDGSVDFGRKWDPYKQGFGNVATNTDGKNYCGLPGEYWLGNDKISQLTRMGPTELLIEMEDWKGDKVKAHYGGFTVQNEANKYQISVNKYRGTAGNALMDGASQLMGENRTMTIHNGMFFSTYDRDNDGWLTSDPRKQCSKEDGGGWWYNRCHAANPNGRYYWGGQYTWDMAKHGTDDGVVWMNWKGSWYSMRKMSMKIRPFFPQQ
PRMT1 inh: PRMT1 methyltransferase inhibitors, primary screen, biochemical, fluorescence polarization; Protein arginine N-methyltransferase 1 (Homo sapiens), Q99873; recombinant PRMT1, activity-based probe fluorescence polarization; inhibition, % at 2.79 µM; actives 1.3% (n = 370,000);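 active = inhibition above about 21% made by adding two undisclosed values, limit read from the data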
MBD2 inh: inhibitors of MBD2 binding to methylated DNA, primary screen, biochemical, TR-FRET, DNA-binding domain, human | actives 0.31% (n = 370,000) | MBD2 binding to methylated oligonucleotide | inhibition, % at 4.4 µM | AID 686964, 2013; in the data active = inhibition above about 13%
SIAE inh: human SIAE inhibitors, primary screen, biochemical, fluorescence polarization, FP-Rh probe, 1536-well HTS; Sialate O-acetylesterase (Homo sapiens), Q9HAT2; inhibition, % at 9.66 µM; actives 0.69% (n = 370,000); AID 1053197, 2014; SIAE FP-Rh probe binding;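 active = inhibition above a cutoff: mean of compounds within the control limits plus 3 SD of those, cut at about 17% in these data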;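 note: 0% = plate median of compound wells and 100% = probe without SIAE protein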
DDE Tn7 FP inh: inhibitors of Tn7 peptide binding to fibrin DD(E), primary screen, biochemical, fluorescence polarization, human fibrin, Tn7 probe | FP displacement of FITC-Tn7 peptide from fibrin DD(E); 0% = median of compound wells per plate | inhibition, % at 8.3 µM | actives 0.13% (n = 370,000) | AID 720508, 2013;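 active = inhibition above the mean of compounds falling within the control limits plus 3 SD of them, cut at about 14% in these data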;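 note: 0% = plate median of compound wells and 100% = 10 µM Aha-Tn7 peptide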
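System: human fibrin DD(E); quantity: Fibrin-DD(E) at 2 µM final; also added: fluorescent Tn7 probe at 0.1 µM; compound dosing: single nominal test concentration of 8.3 µM per compound; schedule: 10 min preincubation, 3 h with tracer, room temperature; detection: fluorescence polarization of the labelled Tn7 tracer; repeats: one replicate per compound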
UHRF1 MBD2 ctr: UHRF1 methylated DNA binding inhibitors, primary screen, counter-screen for MBD2 inhibitor project, biochemical, TR-FRET, human UHRF1, single concentration. E3 ubiquitin-protein ligase UHRF1 (Homo sapiens), Q96T88. UHRF1 binding to methylated oligo. inhibition, % at 4.4 µM. actives 0.75% (n = 370,000); in the data active = inhibition above about 21%;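 note: UHRF1 SRA domain binding a hemimethylated CpG hairpin DNA probe; 0% = median of test compound wells and 100% = reference inhibitor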
TDP2 inh: human TDP2 enzyme inhibitors, primary screen, biochemical, epi absorbance, recombinant enzyme | Tyrosyl-DNA phosphodiesterase 2 (Homo sapiens), O95551 | T5PNP hydrolysis, p-nitrophenol absorbance 415 nm | inhibition, % at 12.8 µM | actives 0.34% (n = 370,000) | AID 720702, 2013;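 active = inhibition above the mean of all tested compounds plus 3 SD, set per campaign, cut at about 25% in these data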;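 note: 0% = DMSO with enzyme and 100% = buffer with substrate but no TDP2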
Target sequence (O95551 whole entry, looked up): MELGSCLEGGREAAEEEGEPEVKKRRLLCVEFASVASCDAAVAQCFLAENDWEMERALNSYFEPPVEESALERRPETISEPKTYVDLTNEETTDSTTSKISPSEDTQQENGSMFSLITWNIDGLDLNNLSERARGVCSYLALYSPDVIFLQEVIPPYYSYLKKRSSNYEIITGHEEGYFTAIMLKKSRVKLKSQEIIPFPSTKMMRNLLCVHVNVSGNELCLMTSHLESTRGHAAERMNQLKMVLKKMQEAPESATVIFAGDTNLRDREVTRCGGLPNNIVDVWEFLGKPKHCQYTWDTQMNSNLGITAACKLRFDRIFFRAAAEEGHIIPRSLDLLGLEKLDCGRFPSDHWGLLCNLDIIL
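test system = human TDP2 enzyme | input = TDP2 enzyme at 120 nM final | medium = 50 mM Tris-HCl pH 7.5 with Mg2+, KCl, DTT, BSA | also added = T5PNP substrate, 5 mM | times = 2 h at 37 °C | technique = epi absorbance | benchmarks = high control without enzyme, low control DMSO plus TDP2 | replication = each compound tested once, singlicate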
KLK7 zymogen act: proKLK7 zymogen activators, primary screen, biochemical, fluorescence intensity | Kallikrein-7 (Homo sapiens), P49862 | purified proKLK7, EDANS-DABCYL substrate fluorescence; 100% is mature enzyme control, 0% vehicle | activation, % at 7 µM | actives 0.9% (n = 370,000);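 active = activation above the mean of all tested compounds plus 3 SD, computed per campaign excluding outliers beyond control limits, cut at about 13% in these data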
Target sequence (P49862 whole entry, looked up): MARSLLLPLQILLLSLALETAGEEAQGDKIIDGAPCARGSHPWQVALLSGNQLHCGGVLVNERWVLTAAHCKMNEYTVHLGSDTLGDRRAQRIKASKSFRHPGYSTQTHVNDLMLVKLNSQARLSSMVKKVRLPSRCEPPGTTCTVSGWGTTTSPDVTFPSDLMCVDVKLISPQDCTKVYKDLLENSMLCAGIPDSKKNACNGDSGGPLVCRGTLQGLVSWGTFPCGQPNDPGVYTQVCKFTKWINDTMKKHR
LEDGF integ inh: blockers of LEDGF/p75-dependent integrase strand transfer – biochemical, TR-FRET, high throughput, primary screen; HIV-1 integrase (with human LEDGF/p75); TR-FRET IN-LEDGF/p75 DNA integration, Eu/Cy5; inhibition, % at 3.7 µM; actives 0.64% (n = 370,000); AID 743269, 2014;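 active = inhibition above the screen-wide mean plus 3 SD, cut at about 13% in these data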;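 note: signal is the Cy5 over europium emission ratio at 671 and 618 nm; 0% = plate median of compound wells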
TCR CD3 inh: inhibitors of human TCR-CD3 interaction, primary screen, biochemical, fluorescence, TAMRA-labeled TCR probe. T-cell receptor (TCR). inhibition, % at 9.4 µM. actives 0.37% (n = 360,000). AID 651800, 2012; in the data active = inhibition above about 19%;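 note: recombinant mutant TCR 2C K166C tagged with TAMRA read by polarization; 0% = receptor in buffer alone and 100% = receptor with positive control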
Active calls of the source: *; · = not tested or not shown.

Below each compound: DDE Tn6 FP inh, PRMT1 inh, MBD2 inh, SIAE inh, DDE Tn7 FP inh, UHRF1 MBD2 ctr, TDP2 inh, KLK7 zymogen act, LEDGF integ inh, TCR CD3 inh
CCN(C(=O)COC(=O)c1cc(-c2cccs2)nc2ccccc12)C1CCS(=O)(=O)C1 (stereo not drawn)
  -3, -2, 1, -3, 3, -7, -15, -65, 3, 2
COC(=O)[C@]12C[C@H](CC(=O)N3CCN(C(=O)C4CC4)CC3)C(=O)N(CCc3ccc(OC)c(OC)c3)C1=C[C@H](C(C)(C)C)O[C@@H]2C
  3, 1, -7, -5, -4, -3, 1, 0.5, 2, ·
CC(OC(=O)CC(C)c1ccccc1)C(=O)Nc1ccc(Cl)cn1 (stereo not drawn)
  -3, 3, 3, -3, -5, -1, 4, -0.2, 0, 2
N#Cc1ccsc1NC(=O)CSc1nnnn1-c1ccc(O)cc1
  -1, 3, 1, -5, 3, 0, 6, 0.2, -2, 2
COc1ccc(CCNC(=O)CSCc2ccc([N+](=O)[O-])cc2)cc1OC
  -4, 2, -2, 12, 3, -2, -11, 0.5, -3, 2
CN(C)c1cccc(C(=O)N/N=C/c2ccccc2F)c1
  0, 3, 3, 6, 2, 12, -15, 0.4, -2, 6
Cn1c(CC(O)c2nc3ccccc3n2C)nc2ccccc21 (stereo not drawn)
  1, 2, 3, 5, 2, 2, 7, 0.9, 0, -2
COc1ccccc1/C=N/NC(=S)Nc1cccnc1
  4, -2, -7, 8, -3, -6, -5, 0.1, 4, 0
O=C(c1cc(-c2ccccn2)nc2ccccc12)N1CCN(c2ncccn2)CC1
  6, -1, 5, -3, 1, -1, 6, 0.0, 2, 5
COCC(=O)Nc1ccc(S(=O)(=O)Nc2ccccn2)cc1
  9, 2, 3, -1, -2, 2, 9, 0.8, -1, 4
O=S1(=O)N=C(Nc2ccc(O)cc2)c2ccccc21
  5, 1, -3, 12, -1, -2, 9, 0.1, 2, 3
CCS(=O)(=O)N1CCN(c2ccc(C(=O)NC34CC5CC(CC(C5)C3)C4)cc2[N+](=O)[O-])CC1
  4, 2, -6, -1, 6, -1, 2, 0.3, -1, 7
O=C(O)c1nc(-c2ccccc2)n(-c2ccccc2)n1
  2, -1, 1, -3, -1, 0, 2, -0.1, 0, 0
O=C(COc1ccc(S(=O)(=O)N2CCOCC2)cc1Cl)N1CCOCC1
  -3, 6, 2, -4, 1, 3, -13, 0.0, -3, -9
FC(F)Sc1ccc(-n2c(-c3ccc(Cl)cc3)c[n+]3c2CCC3)cc1
  4, 16, 1, 7, 1, 1, -10, -0.1, -2, 0
CCc1ccc(N2CC(C(=O)OCC(=O)N(CC)c3c(N)n(Cc4ccccc4)c(=O)[nH]c3=O)CC2=O)cc1 (stereo not drawn)
  4, -1, -3, 10, 0, -2, 3, 0.8, -2, 8
Cc1ccccc1-n1sc2cc(F)ccc2c1=O
  -2, 88*, 8, 5, -3, -2, 13, 0.2, -4, 2
NC(=O)CSc1nnc(-c2ccc(S(=O)(=O)N3CCCC3)cc2)n1CC1CCCO1 (stereo not drawn)
  -3, -3, 1, -1, -2, -3, 2, -0.2, 0, 0
O=C(C(=Cc1ccc(F)cc1)c1ccccc1)c1ccc(O)cc1
  3, -4, -3, -14, 7, -1, 0, 0.0, 1, 1
COc1ccc(-c2cc(C(F)F)n3ncc(C(=O)N4CCCc5ccccc54)c3n2)cc1
  0, 2, 2, 2, 2, 6, -2, -3.0, 4, 2

Other compounds follow.
Below each compound: DDE Tn6 FP inh, PRMT1 inh, MBD2 inh, SIAE inh, DDE Tn7 FP inh, UHRF1 MBD2 ctr, TDP2 inh, KLK7 zymogen act, LEDGF integ inh, TCR CD3 inh
N#Cc1cccnc1N1CCN(C(=O)COCC(=O)O)CC1
  3, -1, 4, 8, -8, -1, 8, -0.4, -3, -6
Cc1ccc(S(=O)(=O)N2CCN(C(=O)CCCN3C(=O)NC4(CCCC4)C3=O)CC2)cc1C
  5, 1, 5, -1, -6, 4, -1, -0.2, -3, -8
COc1ccccc1N1CCN(C(=O)c2cc3c(=O)n(C)c4ccccc4c3n2C)CC1
  -6, -2, -3, 6, -4, 0, -2, 0.5, 0, -1
Cc1ncc([N+](=O)[O-])n1CC(C)O (stereo not drawn)
  7, 2, -1, 4, -5, -1, -5, 0.1, -1, -4
Cc1ccc(C)c(-n2nnnc2Sc2nnnn2-c2ccccc2)c1
  0, 0, 0, 1, 4, 1, 5, 0.0, -1, 2
CCOc1ccc(C(=S)N2CCCC2)c(OCC)c1
  3, 4, 2, -1, -9, -1, -5, 0.7, 3, 1
CC1=C(C(=O)OCCNC(=O)c2ccccc2O)C(c2ccccc2[N+](=O)[O-])C(C(=O)OCC2CCCO2)=C(C)N1 (stereo not drawn)
  0, -2, -4, -5, -5, 2, 0, 0.2, 1, 11
CC(C)C[C@H]1CN(CCCC[C@H]2CNC(=O)C(=O)N2CCc2ccc(O)cc2)C(=O)C(=O)N1CCc1ccccc1
  1, -1, -7, 4, 3, 1, 3, 0.5, -4, -1
O=S(=O)(c1ccc(Br)s1)N1CCN(Cc2ccc3c(c2)OCO3)CC1
  -4, 0, 1, 3, -8, 6, 0, 0.5, 0, 3
Cc1noc(C)c1S(=O)(=O)Nc1ccc2c(c1)C(=O)N([C@@H](C)CO)C[C@H](C)[C@@H](CN(C)Cc1ccc(C(F)(F)F)cc1)OCCCC[C@H](C)O2
  -4, -2, -4, -2, 14*, -1, 0, 0.2, 0, 5
CC(C)CNc1ccc2c(c1)OC[C@H](C)NS2(=O)=O
  -5, 0, 13*, -1, -5, 21*, -8, 0.8, 3, 5
c1ccc2c(c1)CCc1ccccc1C2=C1CCNCC1
  5, -4, 2, 4, -4, -1, -10, 0.1, -2, 4
COc1ccc(Cl)c(Cn2c(NCCCO)nc3c2c(=O)n(C)c(=O)n3C)c1
  17*, -4, -3, 3, 2, 0, -4, -0.9, 0, 8
O=C(NN=Cc1cccc(OCc2ccccc2)c1)c1cc(-c2ccc(Cl)cc2)n[nH]1
  22*, -3, -2, -129, -4, 0, -9, 2.1, 2, ·
Cc1ccc(-n2nc3c(c2NC(=O)c2cccs2)CS(=O)(=O)C3)cc1C
  -5, 7, 7, 2, -2, 0, 4, 0.2, -3, 3
Cc1ccc(C)c(S(=O)(=O)NCCCn2ccnc2)c1
  3, 1, -1, -1, -3, -1, -2, 0.0, 7, 5
CC(C)c1ccc(Nc2nc(Cl)nc(NCCO)n2)cc1
  0, -4, -3, 0, 3, 4, -8, -0.8, 2, -5
O=C(COc1ccc2c3c(c(=O)oc2c1)CCC3)NC(Cc1ccc(Cl)cc1)C(=O)O (stereo not drawn)
  3, -1, 1, 1, -8, -2, 5, -0.6, 0, 10
COc1cc(-n2c(=O)c3ccccc3n(CC(=O)c3ccc(F)cc3)c2=O)cc(OC)c1OC
  4, -3, 1, 8, -2, -1, 7, -0.5, 1, 3
CC1Sc2ccc(S(=O)(=O)CCC(=O)N3CCN(c4cccc(Cl)c4)CC3)cc2NC1=O (stereo not drawn)
  5, -1, 2, 0, -1, -2, 9, -0.2, 1, 11

Continuation:
Below each compound: DDE Tn6 FP inh, PRMT1 inh, MBD2 inh, SIAE inh, DDE Tn7 FP inh, UHRF1 MBD2 ctr, TDP2 inh, KLK7 zymogen act, LEDGF integ inh, TCR CD3 inh
CCOCCn1c(SCC)nc2c1c(=O)[nH]c(=O)n2C
  11, 1, 1, -2, 3, 1, 3, -0.1, -1, 3
COc1ccc(CN(C)C(=O)CNC(=O)c2sc3ccccc3c2Cl)c(OC)c1
  -1, 2, -3, -11, -4, -1, -17, 0.3, -1, 7
CCOC(=O)c1c(/N=C/c2ccc(C)cc2O)sc2c1CCN(C)C2
  6, 2, 2, 9, -1, 0, 0, 1.1, -2, -4
O=C(O)Cn1cnc2scc(-c3cccs3)c2c1=O
  5, 4, 1, 6, -7, 0, 4, -0.3, 8, -2
OC(COC(c1ccccc1)c1ccccc1)CN1CCN(c2cccc(Cl)c2)CC1 (stereo not drawn)
  -5, -2, -6, 9, -6, -2, 0, -0.8, -1, 0
COc1cc(OC)cc(C(=O)O/N=C(\N)c2ccccn2)c1
  -11, 6, 6, -6, 2, 6, -17, -0.5, -5, -12
Cc1ccc(C(=O)O)cc1-n1c(C)cc(C=O)c1C
  -6, 14, 11, -8, 1, 11, -9, 0.5, 0, -7
CCn1c2ccccc2c2cc(NC(=O)CNC)ccc21
  6, -2, 4, 11, -6, 1, 10, -0.5, 3, -3
CSc1ccccc1NC(=O)C1CC(c2ccccc2O)=NO1 (stereo not drawn)
  8, 5, -2, 0, 2, 1, -17, -0.4, -4, 2
O=C(CN1CCN(c2cccc(Cl)n2)CC1)N1CC(O)CO1 (stereo not drawn)
  -7, -3, -5, -4, -10, 4, -16, 0.4, 3, 5
O=C(NCCN1CCCC1)c1ccc(Cn2c(=S)[nH]c3ccc(Br)cc3c2=O)cc1
  0, 3, 0, -15, 2, 0, 2, 0.2, 2, -5
Cc1cc(Cl)c(OCCCN(C)C)c(Br)c1
  -2, -1, -1, -3, -3, 1, 12, -0.5, -3, 2
COc1ccccc1CCNC(=O)C(C)n1nc(C)c2c(C)n(-c3ccccc3)nc2c1=O (stereo not drawn)
  -3, 0, 1, 2, -3, -2, 18, 0.1, 4, 1
Cc1[nH]c2ccccc2c1-c1ccc(Cl)nn1
  6, 0, 4, -11, 0, -1, -7, 0.1, 0, 2
CCOc1ccc(S(=O)(=O)N/N=C(\C)c2ccc(Cl)c(Cl)c2Cl)cc1
  2, -2, -2, 0, -3, -1, 6, 0.2, 1, 9
Cc1ccc(S(=O)(=O)N2C[C@@H]3[C@H]4CC[C@H](C4)[C@@H]3[C@@H](C)[C@@H]2c2ccn(Cc3ccccc3)c2)cc1
  -5, 5, -1, -6, -5, 3, 0, -0.4, -5, -3
Cc1ccc(C)c(NC(=O)C2CC3CCC2C3)c1 (stereo not drawn)
  -9, 3, 0, -6, 2, -1, 5, -0.8, 0, 2
O=C(Cn1c(=O)n(-c2ccc(F)cc2)c(=O)c2sccc21)NC1CCCCC1
  0, -1, -4, -13, 7, -3, 4, -0.3, 1, 2
COc1ccc(CCN2Cc3c(N)cccc3C2=O)cc1OC
  1, -3, 3, -2, 0, 2, -10, -0.5, 2, -1
C#CCNC(=O)C[C@@H]1C[C@@]2(C(=O)OC)CC(C)(C)CC=C2N(Cc2ccccc2)C1=O
  6, 1, 1, 4, 3, -1, 0, -0.2, 0, 6
